ALOX12 inh: blocks human arachidonate 12S-lipoxygenase. Potency, µM (series often up to 108 µM), for the others: at the top dose activity change, negative = inhibition, actives largely listed as inhibitors. purified 12hLO, xylenol orange hydroperoxide absorbance. AID 1671190. actives 1.1% (n = 580,000); note: % is set by controls: 0 for no effect and ±100 for the full control effect
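Purified human 12hLO at 150 nM in 25 mM Hepes, 0.01% Triton X-100, pH 7.0, preincubated 15 min at room temperature with compound. Reaction started with 40 uM arachidonic acid, 30 min at room temperature. Hydroperoxide measured by Fe-xylenol orange, 573/405 nm absorbance ratio.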
TrxR1 inh: inhibitors of rat thioredoxin reductase 1; recombinant rTrxR1, NADPH fluorescence consumption, selenite substrate; O89049; Potency, µM (titrated, usually from 114 µM), for the others: at the highest dose activity change, negative = inhibition, hits mostly inhibitors; actives 1% (n = 390,000); AID 588453; note: % is set by controls: 0 for no effect and ±100 for the full control effect; nearly all actives have a fitted effect of over 65% in size
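Rat TrxR1 (90 nM in the dispensed reagent) was pre-reduced with 400 uM NADPH for 5 min at room temperature, then incubated with compound for 15 min. After 400 uM selenite was added, NADPH fluorescence (Ex 340/Em 450 nm) was followed for 8 min.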
PGK inhibitor: inhibitors of T. brucei phosphoglycerate kinase | Potency, µM (doses to about 57.5 µM), without a hit: at the top dose activity change, negative = inhibition, hits mostly inhibitors | actives 0.043% (n = 380,000) | PGK/GAPDH coupled, Kinase-Glo luminescence, 60 min | P07378; note: % is set by controls: 0 for no effect and ±100 for the full control effect; nearly all actives have a fitted effect of over 60% in size
Target sequence (P07378 whole entry, looked up): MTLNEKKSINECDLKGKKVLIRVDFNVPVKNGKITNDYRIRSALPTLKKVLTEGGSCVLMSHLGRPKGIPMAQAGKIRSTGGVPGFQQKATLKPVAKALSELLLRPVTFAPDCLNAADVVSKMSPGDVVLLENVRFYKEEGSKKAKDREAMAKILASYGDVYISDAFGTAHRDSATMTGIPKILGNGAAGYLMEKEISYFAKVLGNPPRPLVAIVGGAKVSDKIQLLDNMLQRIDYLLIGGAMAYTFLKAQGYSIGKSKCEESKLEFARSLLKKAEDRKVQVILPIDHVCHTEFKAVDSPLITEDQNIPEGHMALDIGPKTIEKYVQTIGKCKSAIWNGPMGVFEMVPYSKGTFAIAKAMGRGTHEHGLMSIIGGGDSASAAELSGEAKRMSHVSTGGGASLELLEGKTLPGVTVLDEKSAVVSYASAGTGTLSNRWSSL
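Recombinant glycosomal PGK reaction used 1,3-bisphosphoglycerate generated in-well by GAPDH (100nM final) in 100mM TEA pH 7.6, 5mM MgCl2, 0.01% Tween-20. After 60 minutes at room temperature, ATP was read by Kinase-Glo Plus luminescence end-point.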
GLS inhibitor: glutaminase GLS (human) inhibition; O94925; AID 624170; GLS enzymatic activity, qHTS titration; actives 0.21% (n = 410,000); Potency, µM (series often up to 45.5 µM), for the others: at the highest dose activity change, negative = inhibition, usual class: inhibitors; note: % is set by controls: 0 for no effect and ±100 for the full control effect
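hKGA in 45 mM KH2PO4 pH 8.2, 0.02% Tween-20 with pin-transferred compounds; 1 mM L-glutamine (stock) plus glutamate oxidase/HRP/Amplex Red coupling added. Fluorescence read initially and after 30 min at RT.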
RGS4 inh: blocks human RGS4-accelerated GTP hydrolysis; P49798; Potency, µM (top dose mostly 114 µM), for the others: at the top dose activity change, negative = inhibition, usual class: inhibitors; Transcreener GDP fluorescence polarization, RGS4-accelerated GTP hydrolysis; AID 504845; actives 0.039% (n = 390,000); note: % is set by controls: 0 for no effect and ±100 for the full control effect; nearly all actives have a fitted effect of over 75% in size; some results filed as inactive show a strong effect at the top dose
Target sequence (P49798 whole entry, looked up): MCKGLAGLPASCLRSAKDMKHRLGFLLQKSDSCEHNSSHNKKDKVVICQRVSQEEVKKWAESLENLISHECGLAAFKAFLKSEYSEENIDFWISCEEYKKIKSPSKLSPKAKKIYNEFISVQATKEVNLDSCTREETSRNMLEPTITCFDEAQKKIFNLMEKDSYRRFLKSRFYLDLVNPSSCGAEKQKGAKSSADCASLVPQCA
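MLSMR compounds (23 nl, pin-transferred) preincubated 10 min at room temperature with a 500nM (2x) first reagent, then RGS4 at 900nM (2x) plus Transcreener GDP mix added; fluorescence polarization (620/688 nm) read before and after 90 min at 30 °C.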
JMJD2A Tudor inh: JMJD2A Tudor domain (human) inhibition. O75164. AlphaScreen JMJD2A-Tudor / H3K4me3 peptide binding. Potency, µM (highest dose often 114 µM), without a hit: at the top dose activity change, negative = inhibition, hits mostly inhibitors. actives 4.4% (n = 390,000). AID 504339; note: % is set by controls: 0 for no effect and ±100 for the full control effect; nearly all actives have a fitted effect of over 50% in size
HP1b chromo inh: blocks HP1-beta chromodomain binding to methylated histone tails; AID 540317; AlphaScreen HP1-beta / biotin-H3K9me3 peptide binding; P83916; actives 0.56% (n = 390,000); Potency, µM (top dose mostly 114 µM), for inactives: at the highest dose activity change, negative = inhibition, actives largely listed as inhibitors; note: nearly all actives have a fitted effect of over 70% in size; inactives centre near 23
Target sequence (P83916 whole entry, looked up): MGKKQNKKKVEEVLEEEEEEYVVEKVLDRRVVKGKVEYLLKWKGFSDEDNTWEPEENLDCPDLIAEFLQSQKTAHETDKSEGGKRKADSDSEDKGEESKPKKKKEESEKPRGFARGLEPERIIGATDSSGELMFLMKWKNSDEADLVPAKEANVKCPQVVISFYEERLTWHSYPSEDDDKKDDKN
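Compound inhibition of the preformed complex between 50 nM HP1-beta and 50 nM biotinylated H3K9me3 peptide was read by AlphaScreen. Buffer was PBS pH 7.4 with 0.01% Tween-20. Incubations ran 30 min at room temperature, with 10 ug/mL donor/acceptor beads.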
Pin1 inh: inhibitors of human Pin1; Q13526; Pin1 FP peptide displacement, HiFluor488, 10 min; Potency, µM (top dose mostly 115 µM), inactives show at the top dose activity, negative = inhibition, usual class: inhibitors; actives 0.009% (n = 390,000); AID 504891; active = well fitted inhibition curve with a large enough effect in the polarisation, with a control signal flat, not every such curve was filed as active; inconclusive = small, poorly fitted or top-dose-only effect, or effect the other way, or a change in a side signal; inactive = no such curve, though single readings can be large or run the other way; the % refers to the polarisation; note: % is set by controls: 0 for no effect and ±100 for the full control effect
Target sequence (Q13526 whole entry, looked up): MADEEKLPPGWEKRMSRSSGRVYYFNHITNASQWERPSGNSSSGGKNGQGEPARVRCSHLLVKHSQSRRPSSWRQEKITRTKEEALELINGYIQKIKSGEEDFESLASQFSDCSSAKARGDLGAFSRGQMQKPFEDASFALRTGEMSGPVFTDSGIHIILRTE
ERG Ets-DNA blk: ERG Ets/DNA interaction inhibition; Potency, µM (series often up to 76.9 µM), for the others: top-dose FP activity, negative = inhibition, usual class: inhibitors; AID 624246; actives 0.028% (n = 370,000); fluorescence polarization, His-ERG Ets domain / labelled DNA; P11308; active = well fitted inhibition curve with a large enough effect in the polarisation, with a control signal flat; inconclusive = small, poorly fitted or top-dose-only effect, or effect the other way, or a change in a side signal; inactive = no such curve, though single readings can be large or run the other way; the % refers to the polarisation;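 note: polarization taken with two DNA probes labelled with fluorescein and Texas red; % of control where 0% means no effect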
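His-tagged ERG Ets domain (1 uM in the protein solution; 300mM KCl, 50mM Tris-HCl, 1mM EDTA, 1mM DTT, pH 7.5) received compound, then a probe mix of 5 nM fluorescein-DNA and 100nM Texas-615-DNA. Fluorescence polarization was read for both dyes.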
An asterisk follows results filed as active; i = inactive; u = inconclusive; x = not tested or not shown; [ ] = remark or other dose. Unless noted, calls come from the whole dose curve; as a rule, active = well fitted curve in the direction sought with a large enough effect; inconclusive = small, poorly fitted or top-dose-only effect, or another doubt; inactive = no such curve, though single readings can be large; an effect the other way counts as inactive or inconclusive. Potency is the fitted concentration of half-maximal effect. The list is partial, so the mix of outcomes need not match the whole.

SMILES	ALOX12 inh	TrxR1 inh	PGK inhibitor	GLS inhibitor	RGS4 inh	JMJD2A Tudor inh	HP1b chromo inh	Pin1 inh	ERG Ets-DNA blk
Cc1c(C(=O)OCCOc2ccccc2)[nH]c2c1C(=O)CC(c1ccccc1Cl)C2 (stereo unspecified)	u	-10%	-6%	-12%	8%	-8%	32%	64%[activator]	-2%
COc1ccc(Cl)cc1N(CC(=O)NCCSc1ccccn1)S(=O)(=O)c1ccccc1	u	3%[57.1 µM]	-9%	-6%	12%	-11%	-17%	-2%	4%
CC1Cc2ccccc2N1C(=O)c1cc2cccnc2n(C)c1=O (stereo unspecified)	-1%	10%	-1%	-2%	-17%	-5%	21%	-3%	3%
Cc1cc(C)cc(NC(=S)Nc2cccc3cnccc23)c1	u	-9%[57.1 µM]	i	11%	u	-31%	u	2%	-9%
CCCOc1ccc(N2C(=O)CC(NCCc3ccc(S(N)(=O)=O)cc3)C2=O)cc1 (stereo unspecified)	-12%	-2%	4%	-1%	2%	-7%	25%	-11%	2%
COc1ccc(NC(=O)c2ccc(COc3ccc(C)cc3)o2)cc1	2%	0%	-9%	-3%	-19%	-1%	62%[activator]	13%	2%
COc1ccc(S(=O)(=O)N2CCCN(CC(=O)Nc3ccc(OC)c(Cl)c3)CC2)cc1	0%	50µM*	-7%	13%	-24%	-20%	44%[activator]	1%	-5%
Cc1ccccc1NC(=S)NCC1CCC(CNC(=S)Nc2ccccc2C)CC1 (stereo unspecified)	0%	11%	-3%	12%	11%	-31%	16%	9%	-1%
Fc1ccc(C2=CC(c3ccc(Br)o3)n3ncnc3N2)cc1 (stereo unspecified)	x	7.9µM*	3%	19%	u	32µM*	-7%	u	16%
Cn1c(=O)n(C)c2cc(NC(=O)COc3ccc(F)cc3F)ccc21	40%[activator]	26%	i	-4%	-3%	-17%	11%	-3%	-5%
CSCCC(NC(=O)c1ccc(Cl)cc1)C(=O)OCC(=O)Nc1cc(Cl)ccc1C#N (stereo unspecified)	u	5%	-10%	-7%	-7%	6%	25%	4%	-6%
CCOc1ccc(CC(=O)NCCc2csc3nc(-c4ccccc4F)nn23)cc1	-6%	4%[57.1 µM]	2%	-9%	7%	-13%	14%[57 µM]	7%	-2%
CN(C)S(=O)(=O)c1ccc(C(=O)OCC(=O)NCc2ccco2)cc1	9%	-2%[57.1 µM]	0%	14%	-10%	-10%[11.4 µM]	20%	4%	-10%
COc1ccc(NC(=O)CN(C)C(=O)Cc2ccc(-c3ccccc3)cc2)cc1	-8%	-8%	7%	11%	-2%	100µM*	21%	11%	11%
COC(=O)c1ccc(C(=O)OC)c(NC(=S)N2CCCC(CO)C2)c1 (stereo unspecified)	1%	-33%	10%	7%	6%	-11%	31%	-10%	-1%
CCCn1c(O)c(N=NC(=O)CNC(=O)/C=C/c2ccc(OC)cc2)c2ccccc21	3%	-25%	2%	12%	17%	-32%	20%	-14%	-5%
CCOc1cc(N2CCOCC2)c(OCC)cc1NC(=O)CN1C(=O)NC(CC)(c2ccc(F)cc2)C1=O (stereo unspecified)	-9%	-2%	-5%	32%[activator]	-30%	-32%	-6%	1%	2%
Cc1ccc(S(=O)(=O)Nc2ccc(C(=O)Nc3ccncc3)cc2)cc1	-16%	-13%	1%	1%	-2%	-11%	25%	-3%	1%
OCC1OC(n2cnc3ccccc32)CC1O (stereo unspecified)	-14%	11%[2.29 µM]	i	-1%	-4%	-5%	20%	0%	10%
CCCN(CCC)CCSc1nc(O)c(C(C)C)c(=O)[nH]1	u	-4%	-2%	0%	23%	-9%	34%[activator]	-1%	3%
CC[C@@H]1CC=C[C@H]2[C@H]1C(=O)N(Cc1ccccc1)[C@H]2c1ccc(C(F)(F)F)cc1	-10%	15%	5%	2%	-12%	7%	47%[activator]	u	18%
CCOc1cccc(C(=O)Nc2cnn(Cc3ccccc3)c2)c1	14%	10%[57.1 µM]	i	-1%	-39%	-5%	35%[activator]	1%	1%
Cc1nnc(NC(=O)c2ccccc2-c2ccccc2C(=O)O)s1	-3%	4%	i	-6%	8%	-2%	3%	-1%	0%
CCOC(=O)Cc1ccc(NC(=O)Nc2ccccc2OCc2cc(=O)n3ccccc3n2)cc1	-15%	21%[57.1 µM]	-1%	-10%	-18%	-15%	28%[57 µM]	-3%	-14%
COC(=O)c1ccc(CNC(=O)c2ccc(OCC(=O)N3CCOCC3)c(OC)c2)cc1	-5%	20%[57.1 µM]	-8%	0%	22%	-22%	1%	-1%	-8%

Some values from the list:
ALOX12 inh, CC[C@@H]1CC=C[C@H]2[C@H]1C(=O)N(Cc1ccccc1)[C@H]2c1ccc(C(F)(F)F)cc1 : -10%
GLS inhibitor, Cc1ccccc1NC(=S)NCC1CCC(CNC(=S)Nc2ccccc2C)CC1 (stereo unspecified) : 12%

Next part.
SMILES	ALOX12 inh	TrxR1 inh	PGK inhibitor	GLS inhibitor	RGS4 inh	JMJD2A Tudor inh	HP1b chromo inh	Pin1 inh	ERG Ets-DNA blk
Cc1csc(NC(=O)c2nc(-c3ccccc3)n(-c3ccccc3)n2)n1	-14%	5%	i	-23%	-14%	-25%	4%	-8%	-4%
Cc1c(C(=O)N(C)CCC#N)oc2ccc(S(=O)(=O)N3CC(C)CC(C)C3)cc12 (stereo unspecified)	-13%	22%[57.1 µM]	-1%	27%	-45%[56.9 µM]	u	8%	-9%	0%
COc1ccc(N(C(=O)Cn2nnc3ccccc32)C(C(=O)NCc2ccccc2)c2ccc(F)cc2)cc1 (stereo unspecified)	-8%	17%	-4%	2%	9%	-3%	15%	-6%	2%
COc1cccc(-c2ccc(SCC(=O)NC3CCCCC3)nn2)c1	0%	-5%	-6%	7%	14%	-15%	12%	1%	-1%
Cc1cccc(-c2nc(CS(=O)CC(=O)N3CCc4ccccc4C3)c(C)o2)c1 (stereo unspecified)	x	13µM*	-2%	5%	-14%	-15%	23%	-14%	6%
O=C(Cn1cnc2c(nnn2Cc2ccccc2F)c1=O)NCC1CCCO1 (stereo unspecified)	23%	-8%	-13%	4%	7%	-7%	13%	-1%	x
O=C(c1ccc2c3c(cccc13)CC2)N1CCOCC1	0%	1%[57.1 µM]	2%	-3%	-12%[11.4 µM]	-5%[11.4 µM]	46%[activator]	-8%	1%
COCCCNC(=O)C1CCN(C(=O)c2oc3cc4sc(N(C)C)nc4cc3c2C)CC1	14%	15%	-5%	-2%	16%	-13%	29%	-13%	7%
CC(=O)OCC(=O)Nc1ccc([N+](=O)[O-])cc1Cl	-11%	-7%	i	0%	10%	-20%	27%	2%	4%
Cc1ccc(/C=C2/Sc3ccc(C(=O)NCc4ccccn4)cc3NC2=O)cc1	11%	30%	-6%	18µM*	u	-15%	49%[activator]	103%[activator]	1%
CCOC(=O)C(NC(=O)Nc1cccc(C)n1)(OCC(F)(F)F)C(F)(F)F (stereo unspecified)	-5%	-1%	-3%	5%	17%	-14%	43%[activator]	7%	1%
CCOC(=O)c1c(C)[nH]c(C)c1S(=O)(=O)N1CCC(C(=O)Nc2ccccc2CC)CC1	-29%	15%[57.1 µM]	-1%	-5%	-4%	-22%	-13%	-6%	0%
CCCC(C(=O)NC1CCCC1)N(C(=O)Cn1nnc(-c2ccc(C)o2)n1)c1ccccc1OC (stereo unspecified)	3%	10%	-2%	-2%	14%	-33%	2%	-11%	-13%
CCN1CCN(c2cc(=O)n(C3CCCCC3)c(=O)[nH]2)CC1	11%[57.4 µM]	-1%[57.1 µM]	-9%	7%	-30%	8%	58%[activator]	-2%	7%
NC(=O)CSc1nnc(CNc2cccc(Cl)c2)n1CCc1ccccc1	42%[activator]	-4%	-2%	-6%	18%	-11%	14%	0%	-2%
COc1ccc(NC(=O)Cn2c(=O)n(-c3ccc(C)cc3)c(=O)c3c2cnn3C)cc1	-4%	6%	-1%	3%	-18%	-20%	51%[activator]	-6%	7%
CCOc1ccc(Nc2nc3c(S(=O)(=O)c4ccc(C(C)C)cc4)nnn3c3ccsc23)cc1	-16%	u	6%	1%	4%	-8%	34%	-3%	-1%
CCCc1nnc(NS(=O)(=O)c2ccc(OC)cc2)s1	-16%	13%[57.1 µM]	3%	6%	-18%	-9%	15%	3%	-1%
CCN1CCN(CCC(=O)Nc2ccccc2OC)CC1	11%	11%[57.1 µM]	-5%	5%	14%	-12%	2%	-6%	-6%
Cc1ccc(Cn2nc(C)c(C(=O)N3CCN(S(=O)(=O)/C=C/c4ccccc4)CC3)c2C)cc1	99%	2%	0%	-6%	2%	-31%	23%	4%	3%
CN(C)C1=NC[C@H](Cc2ccccc2)N1CCc1cccc(F)c1	-7%	12%	-10%	5%	1%	-35%	28%	-9%	-3%
Cc1noc(C)c1C(=O)N1CCN(S(=O)(=O)c2cccc(Cl)c2Cl)CC1	-11%	19%	2%	-4%	23%	-8%	6%	-3%	1%
C(=N\Nc1nc(N2CCCCC2)nc(N2CCCCC2)n1)/c1c[nH]c2ccccc12	-12%	1%	x	-8%	-42%	35µM*	6%	10%	2%
CCc1ccccc1NC(=O)c1nnn(CC(=O)Nc2cccc(C)c2)c1N	-24%	9%	-3%	4%	28%	-3%	21%	-5%	10%
C=CCOc1c(CNc2cccc(C(=O)O)c2)cccc1OC	-18%	51%[activator]	-1%	12%	12%	-11%	17%	-9%	6%
Cc1no[n+]([O-])c1COc1ccc(/C=N/n2nnnc2N)cc1	14%	-18%	-4%	10%	4%	-2%	18%	0%	9%
